DAGLB inhibitor: DAGLB lipase inhibitors, primary screen, biochemical, fluorescence, HTS; AID 504411, 2011; 340,000 tested, 0.059% active; inhibition, % at 5.17 µM; HEK293T DAGLB membrane lysate, EnzChek fluorogenic substrate; Diacylglycerol lipase-beta (Homo sapiens), Q8NCG7; in the data active = inhibition above about 34%;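 note: 0% = enzyme with vehicle and 100% = wells lacking enzyme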
Target sequence (Q8NCG7 whole entry, looked up): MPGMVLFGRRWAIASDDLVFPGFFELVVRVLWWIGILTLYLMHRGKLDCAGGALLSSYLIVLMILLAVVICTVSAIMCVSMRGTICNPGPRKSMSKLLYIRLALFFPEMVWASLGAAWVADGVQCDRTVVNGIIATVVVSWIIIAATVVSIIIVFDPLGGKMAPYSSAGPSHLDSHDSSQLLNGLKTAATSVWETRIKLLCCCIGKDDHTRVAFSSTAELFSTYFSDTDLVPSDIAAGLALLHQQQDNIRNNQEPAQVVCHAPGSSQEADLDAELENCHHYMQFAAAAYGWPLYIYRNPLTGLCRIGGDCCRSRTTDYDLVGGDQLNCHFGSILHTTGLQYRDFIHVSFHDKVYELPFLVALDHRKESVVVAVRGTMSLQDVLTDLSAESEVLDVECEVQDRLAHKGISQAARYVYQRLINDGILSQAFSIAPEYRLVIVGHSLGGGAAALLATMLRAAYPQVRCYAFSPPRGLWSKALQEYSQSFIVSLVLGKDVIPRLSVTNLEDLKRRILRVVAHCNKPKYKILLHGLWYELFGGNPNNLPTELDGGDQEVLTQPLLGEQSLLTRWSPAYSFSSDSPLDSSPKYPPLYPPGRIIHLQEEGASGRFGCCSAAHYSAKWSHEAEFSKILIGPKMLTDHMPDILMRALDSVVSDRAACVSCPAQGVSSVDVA
phage Ecoli inh: growth loss of phage-infected E. coli, primary screen, RecBCD inhibitor project, absorbance, with phage, HTS | inhibition, % at 11.9 µM | 360,000 tested, 0.26% active; in the data active = inhibition above about 11%
CAL PDZ FP: CAL PDZ peptide-binding inhibitors, primary screen, biochemical, fluorescence polarization, Cer-tagged CAL PDZ, HTS. Golgi-associated PDZ and coiled-coil motif-containing protein (Homo sapiens), Q9HD26. AID 504414, 2011. inhibition, % at 20 µM. purified CAL PDZ, TMR-peptide fluorescence polarization, 1 h. 330,000 tested, 0.02% active;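 active = highest replicate inhibition of at least 40%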;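 note: plate controls were DMSO neutral control wells for no effect and unlabeled competitor peptide control wells for full effect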
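Test system: tagged CAL PDZ domain / Buffer or medium: sodium phosphate/NaCl buffer pH 7.4 with TCEP, IgG, Thesit / Reagent: TMR-labelled reporter peptide T*-PRC34 bound in PDZ groove / Compound dosing: single point, 20 µM / Schedule: 1 h incubation at room temperature before polarization reading / Technique: fluorescence polarization (mP) / Benchmarks: unlabelled peptide, DMSO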
PvdQ inh: P. aeruginosa PvdQ acylase inhibitors, primary screen, biochemical, fluorescence, plate reader and imaging, single point. purified PvdQ acylase. inhibition, % at 10 µM. 340,000 tested, 0.063% active; in the data active = inhibition above about 30%, passing the limit was not always enough; inconclusive = no clear call, values can overlap the other calls;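 note: 0% = vehicle neutral wells and 100% = reference inhibitor wells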
Tat transport: E. coli Tat export inhibitors, primary screen, MC4100, TorA-mCherry reporter, fluorescence, single point; inhibition, % at 10 µM; 340,000 tested, 0.036% active; AID 488895, 2010;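 active = mean replicate inhibition at least 50% and at least half of replicates individually reaching 50%; inconclusive = only one of the two criteria met; inactive = neither criterion met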;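 note: exported cargo escapes ClpAP degradation while cytoplasmic cargo is degraded and loses fluorescence; 0% = median of neutral control wells and 100% = median of NaSCN control wells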
Wnt bcat act: Wnt/beta-catenin pathway activators, primary screen, cell-based, plate reader, single point. Wnt/beta-catenin reporter cell assay, activator. activation, % at 9.35 µM. 300,000 tested, 1.2% active; in the data active = activation above about 30%, passing the limit was not always enough; inconclusive = no clear call, values can overlap the other calls;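 note: 0% = neutral control wells and 100% = positive control wells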
Ecoli viability: E. coli V3065 growth inhibition, primary screen, counter-screen for AddAB inhibitor project, absorbance, OD600. 18 h. AID 449728, 2010. 330,000 tested, 0.27% active. inhibition, % at 11.9 µM;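 active = inhibition above the campaign's mean inhibition across all tested compounds plus 3 SD, cut at about 9.9% in these data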;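 note: uninfected addAB+ strain grown without phage in ampicillin broth; 0% = DMSO wells and 100% = ciprofloxacin 0.95 µg/ml wells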
Rtt109 Vps75: inhibitors of C. albicans Rtt109/Vps75 HAT, primary screen, biochemical, ThioGlo CoA-SH fluorescence, plate reader; 330,000 tested, 0.16% active; inhibition, % at 34.9 µM; AID 540336, 2011; purified Rtt109/Vps75, 4 h;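 active = inhibition of at least 50% in every replicate; inconclusive = best replicate reaches 50% inhibition but some replicates fall short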
Target sequence (Q5AAJ8 whole entry, looked up): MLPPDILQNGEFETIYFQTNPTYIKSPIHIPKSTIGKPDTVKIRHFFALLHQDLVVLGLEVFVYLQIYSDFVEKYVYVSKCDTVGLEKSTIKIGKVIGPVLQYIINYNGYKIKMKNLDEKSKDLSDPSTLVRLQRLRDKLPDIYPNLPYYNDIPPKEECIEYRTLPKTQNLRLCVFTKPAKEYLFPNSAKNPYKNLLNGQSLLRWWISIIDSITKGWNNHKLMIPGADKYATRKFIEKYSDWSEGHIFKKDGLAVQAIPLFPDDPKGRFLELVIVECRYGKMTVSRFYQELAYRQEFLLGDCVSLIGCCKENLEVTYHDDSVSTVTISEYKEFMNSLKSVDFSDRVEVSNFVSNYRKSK
AddAB inh: growth inhibition of E. coli expressing H. pylori AddAB, primary screen, AddAB inhibitor project, absorbance | inhibition, % at 11.9 µM | 330,000 tested, 0.29% active | AID 435030, 2010; in the data active = inhibition above about 12%;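 note: 0% = vehicle wells of infected cells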
PfHsp90 set2: growth inhibition of PfHsp90-expressing yeast, primary screen, antimalarial PfHsp90 inhibitor project, S. cerevisiae, BacTiter-Glo luminescence, single point, set 2. BacTiter-Glo ATP, 48 h; yeast lacking PDR1 and PDR3 efflux regulators. inhibition, % at 9.4 µM. 310,000 tested, 0.32% active. AID 504621, 2011;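 active = every replicate shows inhibition above about 80%, whatever the replicate mean, limit read from the data; inconclusive = mean inhibition reaches the set limit but some replicate falls short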;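 note: 0% = DMSO neutral controls and 100% = 20 µM radicicol positive controls; yeast relying on Plasmodium falciparum Hsp90 in place of its own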
Active calls of the source: *; ? = inconclusive; / = not tested or not shown; & = joins results of further samples.

SMILES	DAGLB inhibitor	phage Ecoli inh	CAL PDZ FP	PvdQ inh	Tat transport	Wnt bcat act	Ecoli viability	Rtt109 Vps75	AddAB inh	PfHsp90 set2
COc1cccc(/C=C2/C(=O)NN(c3ccc(C)c(C)c3)C2=O)c1	11	1.2	-0.6	-12	-9	2	0.3	4	0.7	16
Cc1ccc(C(=O)C(C)[n+]2cccc(C(N)=O)c2)cc1 (stereo unspecified)	2	2.7	-0.6	-2	-7	-1	-1.9	0	3.0	-6
NC(=O)c1ccsc1NC(=O)COC(=O)Cc1ccccc1Cl	2	1.8	-1.9	-10	7	-1	1.6	-2	2.6	-5
COc1ccc(-c2nnn(CC(=O)N(CC(=O)NC3CCCC3)Cc3cccs3)n2)cc1OC	-1	1.0	-2.6	-7	1	/	1.6	16	1.0	5
C[C@@H]1CC[C@@]2(O[C@H](CCO)C[C@H](O)[C@H]2O)O1	-3	0.9	0.8	-5	-8	2	2.1	-3	2.9	2
COc1ccc(Cl)cc1S(=O)(=O)Nc1ccc2c(c1)n(C)c(=O)n2C	2	3.7	0.0	-9	-1	-2	-0.1	5	2.0	-12
COc1ccccc1NC(=O)c1ccc2c(c1)C(=O)N(c1ccccc1OC)C2=O	-7	3.5	-0.4	6	-9	1	-1.0	8	4.4	-5
N#Cc1c2n(c(=O)[nH]c1=O)CCCCC2	2	2.4	-0.1	9	1	/	1.3	2	-0.7	11
Cc1ccc(CN(C(=O)COc2ccc([N+](=O)[O-])cc2)C2CCS(=O)(=O)C2)o1 (stereo unspecified)	2	0.5	0.0	-8	6	2	-0.8	3	-1.5	10
COc1ccc(CN2C(=O)C(C)=C(C)C2OC)cc1 (stereo unspecified)	2	2.7	-1.1	-1	12	0	-1.0	-2	1.9	0
CC(C)(C)c1ccc(C(=O)NNC(=O)CCc2ccccc2)cc1	/	1.1	/	/	/	-1	0.0	/	1.0	/
O=C(CSc1ccc(Cl)cc1)NC1=NN(c2ccccc2)C(=O)C1	25	1.6	4.3	11	-1	-3	1.0	4	0.4	8
CCOc1ccc(N(C(C)C(=O)NCc2ccco2)S(C)(=O)=O)cc1 (stereo unspecified)	2	-0.6	15	12	10	/	0.9	-2	-0.2	14
O=C(c1ccccc1)c1cccn1CC(=O)N1CCCCCC1	0	0.2	0.4	-9	-4	/	2.4	-3	-0.5	-13
Cc1cc(=O)[nH]c(Nc2cccc(F)c2)n1	-1	3.5	1.2	-8	-9	-1	-1.9	-3	0.8	8
Cc1ccc(OCC(=O)N2c3ccccc3NC(=O)C2(C)C)c([N+](=O)[O-])n1	-2	2.8	-1.8	-5	-1	-1	2.9	6	1.4	-10
COc1cccc(CN(C)C(=O)Cn2cc(C)c(=O)[nH]c2=O)c1	0	1.5	-0.1	-11	0	-7	/	4	/	24
Cc1ccc(C(=O)c2oc3nc(C)cc(C)c3c2N)cc1	-1	0.5	-0.6	11	2	/	-2.1	-28	-2.3	36
Cc1nnc(NC(=O)CSc2nnc(CC(=O)Nc3ccccc3C)n2C)s1	-1	-0.8	0.2	9	-2	-3	1.1	-2	5.0	-32
CN(CCC(=O)Nc1ccc(Cl)cc1)Cc1ccccc1	-2	0.9	-0.4	-9	1	-1	1.6	1	3.0	-19
CCN(CC)CCN1C(=O)C(=O)/C(=C(/O)c2c(C)[nH]c(C(=O)OC)c2C)C1c1cccnc1 (stereo unspecified)	0	2.0	0.7	8&-1	2&-1	-2	-1.0	6&2	2.5	12
CC1(C)CC(=O)NC=C(c2ccccc2)C1	-2	1.9	-1.0	-9	2	/	0.8	-3	-2.1	0
CCOC(=O)CSc1nc2ccccc2c(=O)n1-c1ccc(C)cn1	1	1.8	-2.2	-9	-3	-2	-1.6	-15	0.7	17
Cc1nn(-c2ccccc2)c2sc(C(=O)NNC(=O)COc3ccccc3)cc12	-1	2.8	-0.5	-4	12	/	0.0	0	-0.1	/
C/C(N)=C(\C#N)C(=O)NCCc1ccccn1	3	-2.8	-0.5	-10	-7	/	-0.1	-2	-1.4	18
Nc1ccc2nc[nH]c2c1	1	3.5	-1.4	-10	1	0	1.7	21	1.8	12
Cc1ccc(NC(=O)CCc2ccc(S(=O)(=O)NC3CCCCC3)cc2)cc1	-4	1.0	-0.5	-9	-3	/	-2.7	-4	0.9	-8
Cc1cc(C(=O)NNC(=O)Cc2ccc(Cl)cc2)c(C)o1	-2	2.6	-0.3	1	3	-1	-1.1	1	-0.2	-8
Cc1cc(C)cc(NC(=O)N2CCC(C(=O)c3ccc(F)cc3)CC2)c1	-12	1.6	0.4	-11	7	/	-1.3	8	4.4	20
COc1ccc(S(=O)(=O)N(C)C[C@H]2Oc3ccc(NC(=O)C4CCCCC4)cc3C(=O)N([C@H](C)CO)C[C@@H]2C)cc1	-3	1.7	-0.7	1	8	-4	-0.8	23	-0.2	6
COCCCNC(=O)Cn1c(=O)n(CC(=O)NCCc2ccc(OC)c(OC)c2)c(=O)c2sccc21	3	1.1	-0.5	-6	38	2	1.8	1	1.0	-2
CC(=O)c1ccc(N2CCN(C(=O)C3CCN(S(=O)(=O)c4ccc(F)cc4)CC3)CC2)cc1	-1	1.9	1.9	-19	0	-4	0.9	5	0.2	/
COc1cc(C(=O)Nc2c(C(=O)O)[nH]c3ccc(C)cc23)cc(OC)c1OC	3	-0.9	-1.2	8	7	0	/	13	/	-4
O=C(CCCN1C(=O)/C(=C\c2ccccc2)SC1=S)Nc1ccc(C(=O)O)cc1	2	2.4	-4.3	-2	-4	-1	3.2	0	2.5	8
O=C(c1ccc(Cl)c([N+](=O)[O-])c1)N(Cc1ccc(F)cc1)C1CCS(=O)(=O)C1 (stereo unspecified)	1	-0.3	-2.0	-7	2	-1	0.2	-3	0.4	-1
CCN1CCN(C(c2ccc(OC)cc2)c2nnnn2Cc2ccc3c(c2)OCO3)CC1 (stereo unspecified)	-1	-0.3	-3.1	2	-3	-2	-0.8	-16	-3.8	-34
Cc1ccc(-c2cc(-c3nnc(SCC(=O)NC(C)C(C)C)n3N)c3ccccc3n2)cc1 (stereo unspecified)	-4	2.8	-2.4	-10	2	-2	-2.1	-3	0.2	10
COc1ccc(S(=O)(=O)N2CCN(C(=S)NCC3CCCO3)CC2)cc1OC (stereo unspecified)	0	2.0	-2.4	-16	-1	-2	2.0	-3	0.9	12
c1ccc(-c2cn3nc4c(nc3n2)CCCC4)cc1	-2	-3.6	0.3	-6	0	/	-5.8	-24	-1.5	/
O=C(CN1C(=O)C2C3C=CC(C3)C2C1=O)N1CC=C(c2ccccc2)CC1 (stereo unspecified)	-3	0.9	0.1	-11	-4	/	1.9	10	2.5	2
COc1ccc(-c2csc3ncn(Cc4ccccc4)c(=O)c23)cc1	-5	0.1	-1.9	3	2	-5	2.0	-4	2.3	-5
CNC(=O)c1nnsc1S(=O)(=O)c1ccc(Cl)cc1	-4	1.5	0.6	5	-18	-6	/	2	/	-118
COc1ccccc1NS(=O)(=O)c1cccs1	0	2.8	-4.0	-7	0	-2	-0.6	/	-0.2	-67
S=c1[nH]c(-c2ccccc2)cn1/N=C/c1ccccc1Br	-2	-0.5	-2.0	-1	11	-1	1.9	-7	0.8	-52
Cc1ccc(C)c(S(=O)(=O)N2CCN(CC(=O)Nc3ccc([N+](=O)[O-])cc3)CC2)c1	-3	3.0	-0.2	-3	-6	-1	-0.7	8	4.4	-8
CCn1c(SCc2cccc(C(F)(F)F)c2)nnc1-c1ccco1	1	1.3	-0.8	-12	-8	/	-4.1	-7	0.3	/
COCCn1c(SCC(=O)N2CCCCC2)nc2c(c1=O)SC(C)C2 (stereo unspecified)	0	2.9	-2.4	-13	8	-2	0.0	-5	1.6	-12
CNC(=O)CSc1nnc(-c2cccnc2)n1CCc1ccccc1	-1	1.4	/	-21	4	/	0.0	-1	1.6	-9
CCOC(=O)c1c(C)[nH]c(C)c1S(=O)(=O)N1CCN(c2ccc(F)cc2)CC1	-2	0.5	-0.5	-7	3	0	0.2	1	-0.8	11
CCc1cc2c(=O)c(-c3ccc4c(c3)OCCO4)c(C)oc2cc1OS(C)(=O)=O	-6	-2.5	-2.9	-3	8	-4	0.7	-10	3.5	3
Cc1cc(C)c(S(=O)(=O)Nc2cccc(-n3cnnn3)c2)c(C)c1	0	1.0	-1.7	1	-3	-2	0.8	-2	2.3	5
O=C(OCN1C(=O)c2ccccc2C1=O)c1cccnc1SC(F)F	0	0.2	-2.6	0	-4	-1	1.3	1	0.3	-20
Cc1cc(C)c2c(NC(=S)Nc3ccccc3)n[nH]c2n1	-1	3.1	-3.2	-7	-5	7	-1.1	3	0.2	0
O=C(CSCc1ccccc1Cl)NNC(=S)Nc1ccccc1	2	1.2	-2.0	9	6	8	-0.9	11	0.4	12
O=C(NCc1nnc2c(C(F)(F)F)cc(Cl)cn12)c1ccco1	2	-1.9	-1.0	8	-1	-1	0.5	6	-0.2	4
CCCCn1c(=O)c(CCC(=O)O)nc2ccccc21	1	2.5	-0.1	-12	1	10	-1.8	-18	-1.0	26
CS(=O)(=O)c1ccc(NCCN2CCOCC2)c([N+](=O)[O-])c1	-1	3.1	-0.9	-6	-2	0	-2.1	8	3.6	2
CC(C)(C)c1ccc(S(=O)(=O)N2CCC(N3CCCCC3)CC2)cc1	0	0.0	-2.7	-3	-9	-2	-0.4	5	2.3	2
CCCCCCSc1ccc(-c2nc3ccc(Cl)cn3c2NCc2ccccc2)cc1	-2	0.0	0.0	-11	3	-10	1.6	-7	2.0	0
CCc1sc(C(=O)Nc2ncccc2C)cc1C	0	2.0	-1.0	-3	-6	1	-0.9	-1	1.1	20

Continued.
SMILES	DAGLB inhibitor	phage Ecoli inh	CAL PDZ FP	PvdQ inh	Tat transport	Wnt bcat act	Ecoli viability	Rtt109 Vps75	AddAB inh	PfHsp90 set2
CCc1ccc2nc(N)sc2c1	-1	1.9	-2.0	4	6	1	2.5	3	0.0	6
COc1cc2[nH]c(=O)n(Cc3ccc(C(=O)NC4CCCC4)cc3)c(=O)c2cc1OC	0	1.9	-0.4	13	?	-4	-2.6	2	1.4	-1
C=CCOc1cccc(CNCc2cccnc2)c1	-1	0.3	/	1	8	-1	-0.9	15	4.3	4
O=C1C=C(O)CC(c2ccco2)C1 (stereo unspecified)	0	1.4	0.2	-4	-1	/	0.3	0	-4.0	10

Two entries from above, with bars between the fields:
SMILES | DAGLB inhibitor | phage Ecoli inh | CAL PDZ FP | PvdQ inh | Tat transport | Wnt bcat act | Ecoli viability | Rtt109 Vps75 | AddAB inh | PfHsp90 set2
Cc1ccc(C(=O)C(C)[n+]2cccc(C(N)=O)c2)cc1 (stereo unspecified) | 2 | 2.7 | -0.6 | -2 | -7 | -1 | -1.9 | 0 | 3.0 | -6
COc1ccc(-c2nnn(CC(=O)N(CC(=O)NC3CCCC3)Cc3cccs3)n2)cc1OC | -1 | 1.0 | -2.6 | -7 | 1 | / | 1.6 | 16 | 1.0 | 5

Screens (PubChem BioAssay)
